NPYLR7 agonist – activates Aedes aegypti NPYLR7 receptor; activation, % at 10 µM; HEK293T NPYLR7/Galpha15, GCaMP6s calcium fluorescence; 270,000 compounds, 0.15% hits; in the data active means activation above about 40%;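 further: 0% = vehicle and 100% = reference agonist at the receptor; some compounds past the cut are filed as inactive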
hcGAS inh – human cGAS inhibition. Q8N884. recombinant h-cGAS, ATP depletion, Kinase-Glo luminescence. inhibition, % at 12.5 µM. 290,000 compounds, 0.081% hits;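 further: 0% = vehicle reaction and 100% = reaction without DNA for no activity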
Target sequence (Q8N884 whole entry, looked up): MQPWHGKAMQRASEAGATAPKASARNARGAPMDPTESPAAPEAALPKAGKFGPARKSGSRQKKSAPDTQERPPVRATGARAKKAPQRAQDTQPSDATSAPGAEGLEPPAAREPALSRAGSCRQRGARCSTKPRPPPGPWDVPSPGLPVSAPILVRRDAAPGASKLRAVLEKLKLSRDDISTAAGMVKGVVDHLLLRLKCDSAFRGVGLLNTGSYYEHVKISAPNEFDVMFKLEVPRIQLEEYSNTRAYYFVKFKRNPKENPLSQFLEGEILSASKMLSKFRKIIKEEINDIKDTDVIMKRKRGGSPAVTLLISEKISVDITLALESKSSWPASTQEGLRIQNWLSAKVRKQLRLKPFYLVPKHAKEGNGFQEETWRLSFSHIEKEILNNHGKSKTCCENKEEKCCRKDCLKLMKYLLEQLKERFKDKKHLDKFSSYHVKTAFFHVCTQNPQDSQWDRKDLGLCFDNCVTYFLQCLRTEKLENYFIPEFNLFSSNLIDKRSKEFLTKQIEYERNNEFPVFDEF
mcGAS inh – mouse cGAS inhibition by luminescence; Q8C6L5; recombinant cGAS, Kinase-Glo ATP depletion luminescence; inhibition, % at 12.5 µM; 160,000 compounds, 0.15% hits;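 further: 0% = negative control wells and 100% = reference inhibitor with no enzyme activity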
* hit, by the source's call; / = not tested or not shown; & = joins results of further samples. Unless noted, no stated cut-off is given here; in the data, active means inhibition above about 40%; inactive means the rest.

SMILES | NPYLR7 agonist | hcGAS inh | mcGAS inh
CCc1cc(CN(C)c2nccc(-c3ccc(C)nc3C)n2)on1 | -2 | -6 | /
O=S(=O)(NCc1ccc(CN2CCOCC2)cc1)c1cc(F)cc(F)c1 | -7 | -5 | -6
Cc1cc(C)c(CNC(=O)Cc2ccc3ccccc3c2)c(=O)[nH]1 | -2 | 0 | /
Cc1noc(C)c1C(=O)N1CCC1(C)C(=O)NS(=O)(=O)c1ccc(Br)cc1 (stereo not given) | 5 | -7 | /
Cc1cccc(NC(=O)NCCn2ncccc2=O)c1C | -12 | -5 | -11
Cc1cc(C(=O)NCCN2CCOC2=O)nc(C)n1 | 4 | -4 | /
CC(C)c1nccc(CN(C)C(C)C(=O)N(C)C)n1 (stereo not given) | 23 | -9 | /
CSc1ncccc1C(=O)NCCn1ncc2c(=O)n(Cc3cccc(C)c3)cnc21 | -5 | -8 | -9
COC(=O)Cn1c(O)c(N=NC(=O)CNC(=O)c2ccco2)c2ccccc21 | 10 | -3 | -5
COc1cc2c(cc1OC)C1CN(S(=O)(=O)c3cc(F)ccc3F)CC(=O)N1CC2 (stereo not given) | -1 | -10 | -10
CC(C)C(NS(=O)(=O)c1ccc2c(c1)OCCO2)C(=O)N(C)Cc1c(Cl)nc2sccn12 (stereo not given) | 3 | -3 | /
Nc1cc(Br)cnc1N | 33&2 | -1&-7 | /
CC(=O)c1c(C)[nH]c(C(=O)NCc2cccc(OC(F)F)c2)c1C | 6 | -3 | /
CC(C)CC(C(=O)O)N1C(=O)C2CC=C(Cl)CC2C1=O (stereo not given) | 4 | 3 | /
COc1ccc(C2c3cccn3CCCN2Cc2cccc(Cl)c2)cc1O (stereo not given) | 3 | -7 | /
CCCn1ncc(C(=O)N(CC)Cc2noc(C)n2)c1C | 5 | -5 | /
Cc1ccc(/C=C2N=C(/C=C/c3cccc(Cl)c3Cl)OC\2=O)o1 | 0 | -1 | /
COc1ccc(S(=O)(=O)NC(=O)c2c(C)noc2C(C)C)cc1OC | 1 | -8 | -17
Cc1ccc(-c2cn3cccnc3n2)cc1NC(=O)CC(C)(C)C | 9 | -2 | /
CN(C)c1ncnc(N2CCC(O)CC2)c1N | 6 | -8 | /
O=C(Nc1ccc2c(c1)CCC2)C1CCCN1C(=O)c1cccs1 (stereo not given) | -3 | 1 | /
CCOc1ccc(C(=O)N2CCC3(CCNC(=O)CC3)CC2)cc1OCC | 2 | -2 | /
Cc1cccc(Oc2cc(C)nc(SCc3ccc([N+](=O)[O-])cc3)n2)c1 | 0 | -6 | -7
Nc1cnn(CCN2CCCCC2)c1 | -4 | -12 | /
Cc1cc(C)cc(N2CCC(N3C[C@H](O)[C@@H](N4CCN(C)CC4)C3)CC2)c1 | 12 | -3 | /

Among those listed so far, two contain an NH in an aromatic ring:
SMILES | NPYLR7 agonist | hcGAS inh | mcGAS inh
Cc1cc(C)c(CNC(=O)Cc2ccc3ccccc3c2)c(=O)[nH]1 | -2 | 0 | /
CC(=O)c1c(C)[nH]c(C(=O)NCc2cccc(OC(F)F)c2)c1C | 6 | -3 | /

Remaining list, next part.
SMILES | NPYLR7 agonist | hcGAS inh | mcGAS inh
CC(=O)O[C@@H]1C=C[C@@]2(C)C(C[C@@H](OC(C)=O)[C@@]3(C)C4=CC(=O)O[C@@H](c5ccoc5)[C@]4(C)CCC23)C1(C)C (stereo not given in full) | / | 5 | 3
O=C(NCCOc1cc(N2CCCCC2)ncn1)C1CC1 | 1 | -1 | /
CC(C)n1nc(C(=O)N2CC3CC4CC(C3)CC2C4)c2ccccc2c1=O | -3 | -9 | -17
COCC(=O)Nc1ccc(-n2nc(OCc3ccc(F)cc3)nc2-c2ccc(F)cc2)cc1 | 4 | -4 | -9
CCC(C(=O)NCc1cccc(C(F)(F)F)c1)n1c(=O)n(-c2cccc(C(F)(F)F)c2)c(=O)c2ccccc21 (stereo not given) | 9 | 0 | -2
COc1ccccc1OCc1cc(C(=O)N(C)Cc2cc(C)no2)n[nH]1 | 15 | -2 | /
CCC(CC)C(=O)N1[C@@H](c2ccco2)[C@@H](CO)C[C@]12CCCCN(CCO)C2=O | 6 | -2 | -7
Cc1nn(C)c(C)c1CN(C(=O)c1cc(COc2ccccc2F)[nH]n1)C1CC1 | 8 | -1 | /
O=C(CC1CCS(=O)(=O)C1)N1CCCC1c1noc(C2CC2)n1 (stereo not given) | 3 | -3 | /
CC/C=C(/C)C(=O)Nc1ccc(C(N)=O)c(N2CCCCC2)c1 | 1 | 8 | -3
Cc1ccc(-c2noc(CCN(Cc3ccco3)CC(O)COCc3ccccc3)n2)cc1 (stereo not given) | -9 | 0 | 2
CC(C)Cc1cc(Cn2cc3ncccc3c2O)on1 | 0 | -4 | /
CC(C)c1cc(C2CCN(C(=O)[C@@]34CC[C@@](C)(OC3=O)C4(C)C)CC2)[nH]n1 | 0 | -1 | -19
O=C(c1cccc(F)c1)N(Cc1cccc(OCc2nc(CO)cs2)c1)Cc1ccco1 | -8 | -5 | -4
CC1CN(C(=O)CCCSc2nnc(-c3ccc(Cl)cc3)n2-c2ccccc2)CCN1C(=O)c1ccc(F)cc1 (stereo not given) | 16 | 0 | -3
c1cc2n(c1)CCCN(Cc1ccc3c(c1)OCCO3)C2c1ccoc1 (stereo not given) | 21 | -6 | -6
CCc1cc(NCC2CCN(C(=O)C(C)C)CC2)nc(N(C)C)n1 | / | 0 | 0
O=C(c1cnn2c(C(F)(F)F)cc(-c3ccc(F)cc3)nc12)N1CCCc2ccccc21 | -8 | -5 | -5
CCOc1ccc(-c2cc3c(=O)n(Cc4nc(-c5cccc(C(F)(F)F)c5)no4)ccn3n2)cc1 | -5 | -7 | -8
CC(=O)c1cccc(CN(C)C(C)c2cccnc2)c1 (stereo not given) | -2 | -4 | -9
O=C(CCC[C@@H]1[C@H]2CCCN3CCC[C@@H](CN1Cc1cccnc1)[C@@H]23)NC1CC1 | / | -9 | -6
COc1cc(C=CC(=O)N2CCN(Cc3nc4ccccc4s3)CC2)cc(OC)c1 | 4 | -7 | /
CCC[C@H]1CN(CCS(C)(=O)=O)C[C@@H]1NC(=O)c1cc(CC)on1 | / | -8 | -6
Cc1cc(Nc2ccc(Nc3ccccc3)cc2)ncn1 | -11 | -3 | /
CC(C(=O)NCc1ccccc1)S(=O)(=O)Cc1ccccc1C(F)(F)F (stereo not given) | 0 | -6 | /

Carrying on:
SMILES | NPYLR7 agonist | hcGAS inh | mcGAS inh
NS(=O)(=O)c1ccc(N2CCN(S(=O)(=O)c3ccc(Cl)s3)CC2)nc1 | 3 | -7 | -6
CC(C)Cn1c(=O)c2c(nc3n2CCCN3c2ccccc2)n(C)c1=O | 6 | 3 | /
O=C1Nc2ccccc2C12CCCN(c1nnnn1-c1ccccc1)C2 (stereo not given) | 5 | -5 | /
CC(=O)c1cccc(CN2CCC(C(=O)Nc3ccc(Oc4cccnc4)cc3)CC2)c1 | 1 | 3 | -5
CCOc1ccc(Oc2cc(CNc3cn[nH]c(=O)c3Cl)ccn2)cc1 | -1 | 0 | /
CCN(Cc1cccc(F)c1)C(=O)c1ccc(N2CCCS2(=O)=O)cc1 | 2 | -9 | /
N#Cc1ccc(NCc2nc(-c3ccco3)n[nH]2)nc1 | 19 | -6 | /
COc1ccc(F)cc1S(=O)(=O)N(C)C | 3 | -8 | -8
O=C(c1ccccc1)N(Cc1cccnc1)c1nc2c(Cl)cccc2s1 | 2 | -4 | -6
CCn1c(O)c(C=NCC(C)(C)N2CCOCC2)c(=O)n(CC)c1=S | 12 | -5 | -6
CCc1nc2ccc(C(=O)NCCN3CCNC3=O)cn2c1N(C)C(=O)Cc1ccccc1 | 18 | -5 | -3
CCCNC(=O)N(C1CCOCC1)C1CCN(Cc2cccnc2)CC1 | / | -3 | -4
COc1ccc(Nc2cc(C)nc(NCCNC(=O)c3ccco3)n2)cc1 | 7 | -6 | /
O=C(NC(CCn1ccnc1)c1ccccc1)c1cc2n(n1)CCNC2 (stereo not given) | 5 | -2 | -8
CCCn1c(C(=O)NCCCN2CCCC2=O)cc2c(=O)n(C)c(=O)n(C)c21 | -2 | -6 | -11
CN(Cc1cc(-c2ccncc2)no1)C(=O)c1cc(-c2cccn2C)n[nH]1 | 7 | -3 | /
COc1ccc(-c2onc3c2CCc2ccccc2-3)cc1NC(=O)c1cc(C(F)(F)F)ccc1C(F)(F)F | 2 | -5 | -5
CCOC(=O)c1sc(NC(=O)CN2C(=O)c3ccccc3C2=O)c(C(=O)OCC)c1C | -3 | -3 | /
Nc1nc(COc2cccc3cccnc23)nc(Nc2ccccc2)n1 | 7 | -4 | /
CCCCN(CC(=O)N1c2ccccc2-n2cccc2C1c1cccc(Cl)c1)C(=O)Nc1ccccc1OC (stereo not given) | 16 | -2 | -4
C=C(Cl)Cn1c(=O)c(CNC2CCOC(C)(C)C2)cc2cc(OC)c(OC)cc21 (stereo not given) | 17 | -10 | /
CCCCCCn1c(SCC(=O)c2ccccc2)nc2c1c(=O)[nH]c(=O)n2C | 2 | -7 | /
Cc1cccc(OCc2nc(-c3ccccn3)n[nH]2)c1 | 3 | -2 | /
CN(C)S(=O)(=O)c1cccc(C(=O)N2CCCCC2C(=O)Nc2ccc(Cl)c(Cl)c2)c1 (stereo not given) | 8 | -3 | /
Cc1cc(C(=O)N2CCC3(CCNC3=O)CC2)nn1-c1ccccc1 | 1 | 12 | /

7 neighbouring records from above, quoted:
SMILES | NPYLR7 agonist | hcGAS inh | mcGAS inh
N#Cc1ccc(NCc2nc(-c3ccco3)n[nH]2)nc1 | 19 | -6 | /
COc1ccc(F)cc1S(=O)(=O)N(C)C | 3 | -8 | -8
O=C(c1ccccc1)N(Cc1cccnc1)c1nc2c(Cl)cccc2s1 | 2 | -4 | -6
CCn1c(O)c(C=NCC(C)(C)N2CCOCC2)c(=O)n(CC)c1=S | 12 | -5 | -6
CCc1nc2ccc(C(=O)NCCN3CCNC3=O)cn2c1N(C)C(=O)Cc1ccccc1 | 18 | -5 | -3
CCCNC(=O)N(C1CCOCC1)C1CCN(Cc2cccnc2)CC1 | / | -3 | -4
COc1ccc(Nc2cc(C)nc(NCCNC(=O)c3ccco3)n2)cc1 | 7 | -6 | /

Given with values under each structure: part of the list above.
Each structure is followed by: NPYLR7 agonist	hcGAS inh	mcGAS inh
> O=C(c1cccc(F)c1)N(Cc1cccc(OCc2nc(CO)cs2)c1)Cc1ccco1
 : -8	-5	-4
> Cc1ccc(/C=C2N=C(/C=C/c3cccc(Cl)c3Cl)OC\2=O)o1
 : 0	-1	/
> CCN(Cc1cccc(F)c1)C(=O)c1ccc(N2CCCS2(=O)=O)cc1
 : 2	-9	/
> CC(C)Cn1c(=O)c2c(nc3n2CCCN3c2ccccc2)n(C)c1=O
 : 6	3	/

(next part)
SMILES | NPYLR7 agonist | hcGAS inh | mcGAS inh
Cc1ccc([N+](=O)[O-])cc1S(=O)(=O)N1CCCC1c1ccc2c(c1)OCCCO2 (stereo not given) | 0 | -5 | -7
Cc1cc(NC(=O)Cn2cnc3scc(-c4ccc(C)s4)c3c2=O)no1 | 11 | 6 | /
CC1=C(C(=O)Nc2[nH]nc3c2c(C)nn3C)Cc2ccccc2O1 | -4 | -6 | /
CCCC(C)(C)NC(=O)c1nnn(-c2ccc(F)cc2)c1C | -1 | -16 | -6
O=C(Nc1ccc(Cl)cc1Cl)c1cccn(OCc2ccc(F)cc2)c1=O | 6 | -1 | -5
CCc1nc2ccc(C(=O)Nc3ccc(NC(C)=O)cc3)cn2c1N(CC)Cc1ccc(OC)c(OC)c1 | 8 | -2 | -3
Cc1nn2c(NCc3ccccn3)cc(C(C)C)nc2c1-c1ccccc1 | 0 | -5 | -7
COC(=O)C1c2c(OC)ccc3c2C(=CC(C)(C)CO3)CN1Cc1ccccc1 (stereo not given) | 11 | 12 | -1
COc1ccc(Nc2nc(-c3ccccc3Cl)nc3cc(Cl)ccc23)cc1 | -6 | -1 | 1
O=C(NCCc1ccccc1)C(C1CCCC1)N1CCN(C(=O)COCc2ccccc2)CC1 (stereo not given) | -6 | 1 | /
Cc1cn2c3c(=O)n(Cc4cccc5ccccc45)c(=O)n(C)c3nc2n1CC1CCCO1 (stereo not given) | 0 | -9 | /
Cc1ncc(C(=O)OCc2cnccn2)s1 | 2 | 12 | -2
COc1ccc(-c2c(C)nn(-c3ccccc3)c2C)c(C(=O)NCCn2c(=O)[nH]c3ccccc32)c1 | -6 | -7 | -7
O=C(O)c1ccc(CN2CCc3cc(-n4cccn4)cnc32)cc1 | 18 | -7 | /
CC1NC(=O)N(c2ccc(Cl)c(Cl)c2)OC1=O (stereo not given) | 10 | -9 | /
CCCCN(CC#N)c1cc(CC)nc2ncnn12 | -1 | 1 | -7
O=C(Nc1cccc(C2SCC(=O)N2c2cccc(F)c2)c1)C1CCCC1 (stereo not given) | 21 | -4 | -6
COc1ccc(Cl)cc1S(=O)(=O)N1CCN(c2ccc(C)c(Cl)c2)CC1 | -1 | -8 | -7
O=C(NS(=O)(=O)c1ccc(Cl)cc1F)c1cccc2cn[nH]c12 | 1 | -3 | -4
CCN(Cc1noc(C(C)(C)C)n1)Cc1ccc(C#N)cc1F | 2 | -4 | /
O=C(/C=C/c1cccc([N+](=O)[O-])c1)N(Cc1cccnc1)c1nc2c(F)cc(F)cc2s1 | -15 | -4 | -5
CCO[C@H]1COC[C@@H]1NC(=O)c1occc1C | -1 | 1 | /
CNC(=O)[C@@H]1C[C@@H](N)CN1C(=O)c1c(-c2ccccc2)ccnc1C | / | -9 | -12
CCOC(=O)c1c(C)c(C(=O)NC2CCCCCC2)c(C)n1C | 2 | -2 | -2
COc1ccccc1CN1CCC2(CC1)NC(=O)c1c(F)cccc1N2 | 0 | -6 | -5
COc1cc(S(=O)(=O)N(C)C)ccc1Cl | 3 | -5 | -1
Cc1nc(Nc2ccc(NC(=O)Nc3cccc(F)c3C)cc2)cc(-n2ccnc2)n1 | -15 | -4 | -10
Cc1c(F)cccc1N1C(=O)CSC1c1cccc(NC(=O)c2ccc(Cl)cc2Cl)c1 (stereo not given) | 0 | 3 | -2

Screening data (PubChem)
